# WRN helicase inh = blocks human WRN helicase. Q14191. WRN helicase unwinding, fluorescent forked duplex, kinetic. Potency, µM (doses to about 114 µM), without a hit: at the top dose activity change, negative = inhibition, actives largely listed as inhibitors. 0.46% of 360,000 active. AID 651768; also: potency is read from the fitted curve at half-maximal effect; % is scaled to controls: 0 for no effect and ±100 for the full control effect; nearly all actives have a fitted effect of over 55% in size
#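 Kinetic fluorescence helicase assay: unwinding of a quenched forked DNA duplex (100 nM final) with 2 mM ATP final raises red fluorescence (525/598 nm). Compounds sat 15 min at room temperature with 20 nM WRN beforehand.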
# EPAC1 agonist = activates human EPAC1 exchange factor | O95398 | EPAC1 agonist qHTS, biochemical assay; response scale: 100% = response to 6.5 mM cAMP | Potency, µM (highest dose often 154 µM), without a hit: at the top dose activation, hits mostly activators | 0.073% of 360,000 active | AID 720707; also: potency is read from the fitted curve at half-maximal effect; nearly all actives have a fitted effect of over 60% in size
# Target sequence (O95398 whole entry, looked up): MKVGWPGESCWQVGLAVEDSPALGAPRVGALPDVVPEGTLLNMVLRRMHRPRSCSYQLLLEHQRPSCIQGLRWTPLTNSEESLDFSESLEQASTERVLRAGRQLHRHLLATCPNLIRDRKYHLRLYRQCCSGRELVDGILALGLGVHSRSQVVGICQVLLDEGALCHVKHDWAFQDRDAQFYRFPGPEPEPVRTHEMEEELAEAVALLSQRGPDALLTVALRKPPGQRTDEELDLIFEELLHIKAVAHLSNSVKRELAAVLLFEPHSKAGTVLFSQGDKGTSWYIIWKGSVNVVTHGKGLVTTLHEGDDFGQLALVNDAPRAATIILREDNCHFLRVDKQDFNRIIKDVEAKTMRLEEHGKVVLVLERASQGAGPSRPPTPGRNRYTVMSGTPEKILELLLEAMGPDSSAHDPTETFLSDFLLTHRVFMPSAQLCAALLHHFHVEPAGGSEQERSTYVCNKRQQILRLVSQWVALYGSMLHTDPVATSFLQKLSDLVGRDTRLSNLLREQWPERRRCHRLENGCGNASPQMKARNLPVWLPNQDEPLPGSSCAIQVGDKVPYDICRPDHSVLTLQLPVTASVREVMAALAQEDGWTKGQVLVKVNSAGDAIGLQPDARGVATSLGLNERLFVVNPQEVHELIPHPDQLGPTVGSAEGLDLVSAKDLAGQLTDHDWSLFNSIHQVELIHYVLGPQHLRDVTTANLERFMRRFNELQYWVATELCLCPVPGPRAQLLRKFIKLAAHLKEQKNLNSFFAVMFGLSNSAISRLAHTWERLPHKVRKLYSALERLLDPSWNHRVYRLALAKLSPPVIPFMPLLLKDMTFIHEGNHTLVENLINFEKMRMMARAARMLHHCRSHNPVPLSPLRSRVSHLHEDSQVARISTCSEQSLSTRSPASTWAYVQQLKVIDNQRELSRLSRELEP
#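 EPAC1 100 nM, Rap1B–BODIPY-GDP 250 nM, unlabeled GDP 50 uM; compound titration; 5 min RT; kinetic read ex480/em540 at 5-min intervals ×30 min; data normalized to 6.5 mM cAMP agonist control.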
# EPAC1 antagonist = EPAC1 (human) antagonism; O95398; EPAC1 GEF assay, Rap1b-BODIPY-GDP exchange fluorescence; Potency, µM (top dose mostly 115 µM), inactives show at the highest dose activity change, negative = inhibition, usual class: inhibitors; 0.14% of 360,000 active; AID 720709;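 also: potency is read from the fitted curve at half-maximal effect; plate controls were vehicle for no effect and positive control for full effect; nearly all actives have a fitted effect of over 50% in size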
# IL2 activator = activates IL-2 in a cell-based reporter assay. IL-2 activation reporter assay, cell-based qHTS; stimulated with anti-CD3/CD4/CD28 beads; in transgenic mouse T cells. activation, % (series mostly up to about 46 µM). 0.065% of 360,000 active. AID 652025; in the data active = activation above about 50%; inconclusive = mostly about 30% to 49%; also: 0% is about no effect
#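 Unstimulated transgenic mouse T cells, 750 per well, received compound and, after 60 minutes, anti-CD3/anti-CD4 bead plus anti-CD28 stimulation. EGFP and DsRed were quantified after 18 hours.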
# PLK1 PBD inh = PLK1 (human) polo-box domain binding inhibition | Plk1 PBD binding of FITC phosphopeptide, fluorescence polarization | 2.8% of 360,000 active | Potency, µM, inactives show max response, negative = inhibition, most hits filed as inhibitors | P53350 | AID 720504; also: potency is read from the fitted curve at half-maximal effect; series mostly up to about 57 µM; % is scaled to controls: 0 for no effect and ±100 for the full control effect; nearly all actives have a fitted effect of over 65% in size
# Abeta yeast res = A-beta toxicity reversal in yeast; yeast expressing A-beta42, growth rescue, OD600, 48 h; response scale: 0% DMSO, 100% iron-clioquinol control; Potency, µM (top dose mostly 46.1 µM), inactives show at the top dose growth rescue, most hits filed as activators; 0.063% of 410,000 active; also: potency is read from the fitted curve at half-maximal effect; nearly all actives have a fitted effect of over 55% in size
#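 Growth rescue measured by 600 nm absorbance after 48 h yeast culture at 30 C with compound. Values normalized between DMSO and an equimolar ferric chloride plus clioquinol control.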
# PI5P4Ka inh = blocks human PI5P4K alpha kinase activity; P48426; PI5P4Kalpha enzyme, ADP-Glo luminescence, 60 min; hits give low values; max response, %; 1.2% of 330,000 active; AID 652105; active = max response of -50% or lower; inconclusive = between -30% and -50%; inactive = -30% or higher; also: value at the top dose of about 77 µM; % is scaled to controls: 0 for no effect and ±100 for the full control effect
#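 qHTS, 1536-well: enzyme/substrate mix, compound by pin tool, 5 microM ATP final; RT 60 min; ADP-Glo reagents 1 (45 min) then 2 (30 min); luminescence.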
# FUS suppressor = FUS proteinopathy suppression in yeast | S. cerevisiae FUS-expressing, growth rescue, OD600, 24 h | Potency, µM (series often up to 76.6 µM), for the others: top-dose growth rescue (activation), hits mostly activators | 0.24% of 390,000 active | AID 1347120;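 also: potency is read from the fitted curve at half-maximal effect; plate controls were DMSO vehicle for no effect and reference control for full effect; nearly all actives have a fitted effect of over 55% in size; some results filed as inactive show a strong effect at the top dose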
#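 Absorbance at 600 nm, taken 24hr after compound addition, measured rescue of FUS-yeast growth at 30C. Induction used 2% galactose with seeding at OD 0.005. Controls: CP55940 from 92uM final, DMSO only.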
# Numbers without * were called inactive; ? = inconclusive; / = no result given; [ ] = another dose, or the depositor's remark. Unless noted, calls follow the shape of the dose curve; as a rule, active = well fitted curve in the direction sought with a large enough effect; inconclusive = small, poorly fitted or top-dose-only effect, or another doubt; inactive = no such curve, though single readings can be large; an effect the other way counts as inactive or inconclusive.
# Values in the order – WRN helicase inh, EPAC1 agonist, EPAC1 antagonist, IL2 activator, PLK1 PBD inh, Abeta yeast res, PI5P4Ka inh, FUS suppressor
1	CC(C)CN(c1ccccc1)S(=O)(=O)c1nnc(NC(=O)C(C)C)s1
    -1%, 8%, -12%, 0.5, -8%, -6%, 3, -31%
2	COc1ccc(C(=O)Nc2ccccc2-c2nnn(CC(N)=O)n2)cc1
    -22%, -10%, 89µM*, 1.0, -14%, -6%, 0, 2%
3	Cc1ccc(OCC(=O)Nc2ccccc2-c2ccccc2NC(=O)COc2ccc(C)cc2)cc1
    2%, 7%, -5%, -0.4, -6%, 2%, 2, /
4	Cc1cc(=O)n(-c2ccc3ccccc3n2)[nH]1
    -12%, 4%, -1%, 1.1, -4%, 4%, /, 32%
5	C=CCn1c(C)csc1=Nc1ccccc1C
    -9%, 1%, 1%, -1.9, 30µM*, 4%, -2, -7%
6	Cc1ccc(C)c(S(=O)(=O)N=Nc2c(O)[nH]c3ccccc23)c1
    -1%, -9%, ?, -0.1, -18%, -23%, 6, 24%
7	CCCCC(=O)Nc1ccc(C2C(=O)c3ccccc3C2=O)cc1
    -11%, -4%, 12%, 2.1, 2%, -17%, 0, 7%
8	C[C@@H](NC(=O)OC(C)(C)C)C(=O)NCC1CCC(C(=O)N[C@@H](Cc2ccccc2)C(=O)O)CC1 (stereo partly specified)
    2%, 3%, -19%, -0.5, -8%, 10%, 1, -23%
9	Cc1c2cnn(CC(=O)O)c(=O)c2c(C)n1Cc1ccccc1
    -4%, 10%, 7%, -3.5, -7%, 3%, -5, -16%
10	O=C(Nc1ccc(Cl)cc1)C(Cl)C(=O)c1ccccc1 (stereo unspecified)
    -17%, -8%, -11%, -1.4, 0.6µM*, -94%[inhibitor], -6, 27%
11	CC(C)n1cc(C(=O)N2CCCC(Nc3ccc(F)c(F)c3)C2)cn1 (stereo unspecified)
    -8%, -8%, -9%, 0.8, 4%, 3%, 1, -26%
12	CCN(c1ccccc1)S(=O)(=O)c1ccc(C(=O)N2CCN(c3ccccc3F)CC2)cc1
    -5%, 18%, 2%, 1.3, 1%, 7%, 5, ?
13	Cc1cccc(C(C(N)=O)c2ncc(C(F)(F)F)cc2Cl)c1 (stereo unspecified)
    -5%, -7%, -8%, -0.5, -5%, 2%, -2, -4%
14	OCCCNc1nc(-c2ccccc2)c2cc(Br)ccc2n1
    -2%[57.1 µM], 9%, -11%, -0.2, -14%, -14%, 2, -16%
15	S=C(Nc1ccccc1)Nc1ccc(OCc2ccc(Cl)cc2Cl)cc1
    -10%, -3%, 9%, -1.2, -19%, 15%, 1, 12%

# The list goes on:
# Values in the order – WRN helicase inh, EPAC1 agonist, EPAC1 antagonist, IL2 activator, PLK1 PBD inh, Abeta yeast res, PI5P4Ka inh, FUS suppressor
16	Cc1cccc(C)c1NC(=O)CSc1nc2ccccc2c(=O)[nH]1
    11%, 7%, 10%, -0.3, -11%, -2%, /, 16%
17	Cc1cccc(NC(=O)c2cc(-c3ccc(C)s3)nc3ccccc23)n1
    -19%, 12%, 10%, -0.7, -3%, -5%, -9, 7%
18	Cc1cccc(NC(=O)CSc2nnc([C@@H](N)Cc3ccccc3)o2)c1C
    11%, -6%, 19%, 2.2, -1%, 13%, -5, 10%
19	Clc1ccc(-c2cc(CSc3cccc(Cl)c3)on2)cc1
    -9%, -1%, -24%, -2.6, -9%, 14%[9.22 µM], 25, -40%
20	C/C(=N\NC(=O)c1cccc(S(=O)(=O)N2CCCCC2)c1)c1ccc(C)o1
    -14%, 3%, 4%, 0.8, 0%, -1%, 3, 21%
21	Cc1cc(=O)[nH]c(NN=C2CCCCC2C)n1 (stereo unspecified)
    ?, 15%, 5%, -0.7, -5%, -18%, -7, 3%
22	c1ccc(C2=NCCCO2)cc1
    -1%, 6%, 6%, -2.8, 5%, 9%, -1, -11%
23	CCCN(C(=O)c1ccc(N2CCCC2=O)cc1)C1CCS(=O)(=O)C1 (stereo unspecified)
    1%, 8%, 7%, 1.5, -10%, -10%, -3, /
24	CCOC(=O)C1(CCOc2ccccc2)CCN(Cc2ccc(C(=O)OC)cc2)CC1
    -7%, 13%, 1%, -0.5, -8%, 16%, 10, 0%
25	COc1ccc(CC(=O)NNC(=O)c2ccc(Br)s2)cc1OC
    3%, -3%, -6%, 0.3, 2%, 14%, 6, -6%
26	CCCCCC(=O)Nc1nc(C)c(-c2csc(Nc3ccccc3OC)n2)s1
    5%, -5%, 8%, 0.3, -1%, 4%, 0, ?
27	CCN(CC)C(=O)Cn1cc(C(=O)C(=O)NCCc2c[nH]c3ccccc23)c2ccccc21
    0%, 3%, -6%, 0.2, -27%, 11%, -1, 37%
28	CCn1cnc2c1c(=O)n(Cc1csc(-c3ccccc3)n1)c(=O)n2Cc1ccccc1
    0%, 12%, -22%, -0.1, -28%, -9%, 5, ?
29	O=C(NCC(c1ccco1)N1CCOCC1)C1CCCCC1 (stereo unspecified)
    -4%, 2%, -10%, -0.9, 2%, 7%, 0, 17%
30	OCCN1CCN(c2ncnc3c2ncn3[C@H]2CN(Cc3ccc4c(c3)OCO4)C[C@@H](CO)O2)CC1
    -2%, -3%, -1%, 0.1, -3%, 9%, -2, -26%

# (further entries)
# Values in the order – WRN helicase inh, EPAC1 agonist, EPAC1 antagonist, IL2 activator, PLK1 PBD inh, Abeta yeast res, PI5P4Ka inh, FUS suppressor
31	CCOC(CNC(=O)C(=O)NCC(c1ccco1)N1CCN(c2ccc(OC)cc2)CC1)OCC (stereo unspecified)
    9%, -6%, 11%, -2.2, 1%, 0%, 3, 4%
32	Cc1ccc(NCc2ccccc2)cc1
    -7%, -8%, -19%, 2.0, -6%, -11%, 6, 6%
33	C=CCC(Nc1ccco1)c1ccccc1 (stereo unspecified)
    -4%, 1%, -8%, 1.1, -7%, -19%, -6, -3%
34	COc1ccccc1-c1cn[nH]c1-c1ccc(O)cc1O
    0%, 3%, 2%, -2.7, 5%, 1%, 0, -14%
35	COc1ccc(NC(=O)c2ccc(C)o2)c([N+](=O)[O-])c1
    -25%, 0%, 14%, -0.4, -11%, -11%, 1, /
36	O=[N+]([O-])c1ccc(N2CCN(c3cccc(Cl)c3)CC2)cn1
    -1%, 2%, 3%, -0.3, ?, -3%, 5, 6%
37	Nc1c(Cl)ncnc1N/N=C/c1ccncc1
    4%, 7%, 9%, -0.6, -6%, 19%, 4, 7%
38	COc1ccccc1OCC#CCn1ccnc1
    -2%, -3%, -17%, -0.1, -28%, -8%, -11, -8%
39	CCOC(=O)c1ccccc1NC(=O)C1CC(=O)N(C2CCCC2)C1 (stereo unspecified)
    -3%, -2%, ?, -5.1, -6%, -10%, ?, 9%
40	O=C(NCCc1ccc(C(F)(F)F)cc1)C1CC(=O)N(c2ccc3c(c2)OCCO3)C1 (stereo unspecified)
    -5%, -1%, 15%, 0.3, -12%, -3%, 0, -14%
41	CCOc1ccccc1C(=O)N(C)Cc1cc2ccccc2[nH]c1=O
    11%, -1%, 12%, -0.4, -5%, 12%, 5, -5%
42	Cc1nc2ccc(C(=O)NCCCN3CCCC3=O)cn2c1N(C)C(=O)CCc1ccccc1
    -5%, 10%, -5%, 1.3, 0%, -6%, -1, -21%
43	CC1CC(C)(C)NC(=S)N1CC(=O)NCc1ccc2c(c1)OCO2 (stereo unspecified)
    -7%, 2%, 9%, -2.1, -22%, -5%, 1, 7%
44	O=[N+]([O-])c1ccccc1S(=O)(=O)N1CCN(CC2CC=CCC2)CC1 (stereo unspecified)
    -13%[57.1 µM], 10%, ?, -1.1, -12%, -6%, 4, -10%
45	COC1(c2ccccc2)NC(=S)NN=C1c1ccccc1 (stereo unspecified)
    -17%, 5%, -9%, 0.5, -20%, -2%, -14, 6%
46	CCN(CC)C(=O)c1nc[nH]c1C(=O)O[C@@H](C)c1ccccc1
    -4%, 2%, -8%, -3.2, 1%, -17%, 5, -6%
47	CC(=O)Nc1ccc(S(=O)(=O)N2CCc3ccccc3C2)cc1
    -6%, 6%, -6%, 0.2, -16%, 28%, 0, 4%
48	O=C(COC(=O)CC1CC2CCC1C2)NC(=O)NC1CCCC1 (stereo unspecified)
    7%, 1%, -24%, -3.0, -2%, 6%, -3, -10%

# Among those listed so far, 8 have an NH in an aromatic ring.
# Values in the order – WRN helicase inh, EPAC1 agonist, EPAC1 antagonist, IL2 activator, PLK1 PBD inh, Abeta yeast res, PI5P4Ka inh, FUS suppressor
4	Cc1cc(=O)n(-c2ccc3ccccc3n2)[nH]1
    -12%, 4%, -1%, 1.1, -4%, 4%, /, 32%
6	Cc1ccc(C)c(S(=O)(=O)N=Nc2c(O)[nH]c3ccccc23)c1
    -1%, -9%, ?, -0.1, -18%, -23%, 6, 24%
16	Cc1cccc(C)c1NC(=O)CSc1nc2ccccc2c(=O)[nH]1
    11%, 7%, 10%, -0.3, -11%, -2%, /, 16%
21	Cc1cc(=O)[nH]c(NN=C2CCCCC2C)n1 (stereo unspecified)
    ?, 15%, 5%, -0.7, -5%, -18%, -7, 3%
27	CCN(CC)C(=O)Cn1cc(C(=O)C(=O)NCCc2c[nH]c3ccccc23)c2ccccc21
    0%, 3%, -6%, 0.2, -27%, 11%, -1, 37%
34	COc1ccccc1-c1cn[nH]c1-c1ccc(O)cc1O
    0%, 3%, 2%, -2.7, 5%, 1%, 0, -14%
41	CCOc1ccccc1C(=O)N(C)Cc1cc2ccccc2[nH]c1=O
    11%, -1%, 12%, -0.4, -5%, 12%, 5, -5%
46	CCN(CC)C(=O)c1nc[nH]c1C(=O)O[C@@H](C)c1ccccc1
    -4%, 2%, -8%, -3.2, 1%, -17%, 5, -6%
